Source: PubChem
VLA-4 inh: inhibition in a human VLA-4 binding assay | VLA-4 expressing cells, ligand binding flow cytometry | inhibition, % (about 7 µM as worked out from the volumes in the protocol) | 330,000 tested, 0.2% active; in the data active = inhibition above about 50%
Efflux pump inh: inhibitors of Candida antifungal efflux pumps expressed in yeast; 330,000 tested, 0.44% active; S. cerevisiae Candida pump triplex, Nile Red efflux; AID 485275; inhibition, % at 10 µM;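 active = plate passing quality check with inhibition over a set limit, or well fluorescence over plate mean plus 4 SD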;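 also: Nile Red retained in pooled yeast measured as flow cytometry median fluorescence; 0% = buffer negative control and 100% = Enniatin B positive control; higher means more Nile Red kept so more efflux inhibition; some compounds called inactive have numbers as strong as hits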
GLD-1 TGE inh: GLD-1-TGE RNA interaction inhibition (C. elegans); purified GLD-1 + fluorescein TGE RNA, fluorescence polarization; inhibition, % at 5.96 µM; 320,000 tested, 0.44% active; AID 2280;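 active = percent inhibition above a per-plate cutoff, the plate mean of test compounds plus 3 SD, cut at about 30% in these data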;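 also: 0% = DMSO wells with GLD-1 and probe and 100% = wells lacking GLD-1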
Target sequence (Q17339 whole entry, looked up): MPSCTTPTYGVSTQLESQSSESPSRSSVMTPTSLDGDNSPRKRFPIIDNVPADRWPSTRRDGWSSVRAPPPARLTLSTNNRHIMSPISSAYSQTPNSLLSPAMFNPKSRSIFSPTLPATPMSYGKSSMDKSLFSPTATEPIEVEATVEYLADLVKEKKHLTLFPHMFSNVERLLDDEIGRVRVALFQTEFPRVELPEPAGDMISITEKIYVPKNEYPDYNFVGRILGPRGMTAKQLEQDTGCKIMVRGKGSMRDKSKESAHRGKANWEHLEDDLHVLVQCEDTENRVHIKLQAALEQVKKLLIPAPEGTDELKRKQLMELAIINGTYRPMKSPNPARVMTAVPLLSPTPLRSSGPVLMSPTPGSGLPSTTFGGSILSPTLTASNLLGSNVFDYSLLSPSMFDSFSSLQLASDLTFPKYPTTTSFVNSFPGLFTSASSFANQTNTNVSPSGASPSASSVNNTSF
GRK2 inh: blocks RNA aptamer binding to human GRK2 | P25098 | bead flow cytometry, FAM-aptamer displacement from GRK2 | inhibition of aptamer binding, % at 10 µM | 330,000 tested, 0.59% active | AID 488847;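 active = inhibition of aptamer binding above 40%, roughly 3 SD of noise, on plates passing a quality check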;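 also: median bead fluorescence of bound FAM aptamer so fluorescent compounds give negative values; no value below 0 was filed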
PME-1 inh: blocks human protein phosphatase methylesterase 1; 320,000 tested, 0.53% active; recombinant PME-1, FP-Rh probe fluorescence polarization; inhibition, % at 5.9 µM; Q9Y570;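 active = inhibition above the campaign mean of all compounds plus 3 SD, cut at about 26% in these data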;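 also: competitive labeling of PME-1 active site by serine hydrolase directed probe; 0% = PME-1 with DMSO and 100% = wells lacking PME-1 enzyme; inhibitors block probe labeling so polarization falls and inhibition rises; many of its hits are not listed in these tables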
MCL1-BIM inh: MCL1-BIM-BH3 interaction inhibition (human); inhibition, % at 10.9 µM; 320,000 tested, 0.68% active; Q07820; GST-MCL1 / FITC-Bim-BH3 fluorescence polarization;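 active = inhibition above the mean inhibition of all tested compounds plus 3 SD, set per campaign, cut at about 40% in these data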;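 also: 0% = DMSO wells and 100% = unlabeled Bim-BH3 peptide control; higher means more loss of mP so more displacement of Bim peptide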
Fam108B inh: blocks mouse Fam108B hydrolase in RBBP9 counter-screen; 300,000 tested, 0.33% active; recombinant Fam108B, FP-Rh probe fluorescence polarization; inhibition, % at 9.51 µM;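 active = inhibition above the screen mean inhibition plus 3 SD, computed separately per campaign, cut at about 18% in these data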;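 also: inhibitors lower polarization as less probe binds the enzyme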
MEX-5 binding: C. elegans MEX-5 TCR-2 RNA binding activity; MEX-5/FITC-TCR2 RNA binding, fluorescence polarization; active compounds read low; 300,000 tested, 0.38% active; activity score (negative = inhibition of binding), % at 10 µM;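 active = inhibition past about -25% in most replicates, and total fluorescence under double the plate's negative control median, limit read from the data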;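 also: 0% = DMSO and -100% = 5 µM competing unlabeled TCR2 RNA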
BCLXL inh: blocks human Bcl-xL binding to Bim BH3 peptide | 320,000 tested, 0.7% active | GST-Bcl-xL / FITC-Bim BH3 peptide fluorescence polarization | inhibition, % at 10.9 µM | AID 2129;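 active = inhibition above the mean of all tested compounds plus 3 SD, cutoff set per campaign, cut at about 30% in these data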;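 also: 0% = DMSO wells and 100% = unlabeled Bim-BH3 peptide competitor; inhibitors lower millipolarization by displacing the labeled peptide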
Target sequence (Q07817 whole entry, looked up): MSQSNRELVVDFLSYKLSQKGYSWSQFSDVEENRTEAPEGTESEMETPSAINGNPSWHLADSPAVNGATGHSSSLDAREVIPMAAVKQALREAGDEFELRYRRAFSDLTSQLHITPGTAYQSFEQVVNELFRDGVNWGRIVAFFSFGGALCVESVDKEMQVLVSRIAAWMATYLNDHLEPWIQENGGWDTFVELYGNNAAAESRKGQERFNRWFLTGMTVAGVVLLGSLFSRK
An asterisk follows results filed as active; x = no result given.

molecule	GRK2 inh	PME-1 inh	Fam108B inh	VLA-4 inh	GLD-1 TGE inh	BCLXL inh	Efflux pump inh	MEX-5 binding	MCL1-BIM inh
C=CCNC(=O)C1CCC(CNc2nc(=S)[nH]c3ccccc23)CC1 (stereo not drawn)	0.0	2.5	-0.6	18.1	-6.0	2.7	0.2	1.2	10.4
CCCn1c(SCC(=O)NC(=O)NCc2ccccc2)n[nH]c1=O	0.0	x	x	-11.9	1.9	x	0.1	x	x
C=CCN1C(=O)/C(=C2/Sc3ccccc3N2CC)SC1=S	1.0	-3.2	-3.9	7.0	-3.3	10.9	0.1	-29.5*	3.9
Cc1nn2c(-c3ccc(Cl)cc3)nnc2s1	0.0	-9.9	4.9	1.6	7.4	5.3	0.0	0.1	9.6
Nc1nc(SCC(=O)Nc2ccc(Br)cc2F)n[nH]1	0.0	6.8	1.7	10.9	-3.7	1.8	0.2	1.5	-2.5
O=c1[nH]n(Cc2ccccc2)c(=O)c2ccccc12	0.0	-2.6	-1.2	12.2	1.8	1.1	0.1	0.4	0.8
COc1ccc(N(CC(=O)O)S(=O)(=O)c2ccc(C)cc2)cc1Cl	0.0	0.1	-1.2	-2.6	2.5	6.1	0.0	2.6	-3.6
CCCCN1CCN=C1Nc1ccccc1	1.0	3.2	1.4	-4.0	4.5	3.7	-0.1	1.1	-0.1
COc1ccccc1N(C)S(=O)(=O)c1ccc(Cl)c(C(=O)NCc2ccco2)c1	0.0	x	x	5.6	-6.9	x	0.2	x	x
O=C(NCc1ccc2c(c1)OCO2)c1cc(-n2cnnc2)ccc1Cl	1.0	3.4	3.7	10.2	0.8	-5.9	0.1	2.1	-20.9
Cc1cc2ccccc2n1CCNC(=O)C1CCCCC1	12.0	-0.3	-4.9	-7.0	14.8	3.4	0.1	-2.9	7.0
O=C(CSc1ccc2nnc(CCNC(=O)c3ccccc3)n2n1)Nc1ccc(F)cc1F	0.0	9.1	1.0	-13.5	2.4	4.5	0.1	1.9	2.5
Cc1ccccc1OCC(=O)OCC(=O)NCc1ccccc1Cl	2.0	x	x	3.3	4.3	x	0.1	x	x
O=C(N/N=C/c1cccc(NC(=O)c2ccc(Cl)cc2)c1)c1cccc(O)c1	1.0	-38.7	-45.6	-12.2	7.8	1.5	0.2	-8.4	2.6
COC(=O)C(O)(CC(=O)Nc1ccc(OC)cc1)C(F)(F)F (stereo not drawn)	0.0	-4.4	-1.4	-2.4	4.8	0.7	0.0	-3.4	-3.1
Cc1cc(C(=O)NC2CCCCC2)c(C)o1	0.0	1.9	2.7	4.6	3.4	0.1	0.1	-2.5	4.7
CCOC(=O)N1CCN(S(=O)(=O)c2ccc(C(=O)N(CCCN(C)C)c3nc4c(F)cc(F)cc4s3)cc2)CC1	0.0	1.0	0.1	8.9	0.9	5.7	0.1	0.7	4.8
O=C(Nc1ccc(C(F)(F)F)cc1[N+](=O)[O-])O[C@H]1[C@H](Cc2ccccc2)NS(=O)(=O)[C@H]2C[C@@H]3C=C[C@]12O3	0.0	3.5	x	10.1	1.3	3.0	-0.5	x	1.4
COC(=O)C(C(C)C)N1CCc2c(C)nc3c(C#N)cnn3c21 (stereo not drawn)	6.0	-2.3	2.0	3.4	-7.2	2.0	0.0	-2.7	-4.1
CCOC(=O)Cc1nnc(NC(=O)Nc2ccccc2)s1	0.0	-6.8	2.4	-2.4	4.3	1.4	-0.4	3.8	11.3
O=C(COc1ccc(-c2nnco2)cc1)Nc1ccc(F)c(Cl)c1	0.0	x	x	4.6	4.0	x	-0.1	x	x
CCOC(=O)C1C2C=CC3(CN(C4CCCC4)C(=O)C13)O2 (stereo not drawn)	6.0	-2.9	-0.1	11.4	-7.5	-0.7	-0.1	1.0	-3.0
CC1(C)CC[C@]2(C(=O)O)CC[C@]3(C)C(=CCC4[C@@]5(C)CC[C@H](O)C(C)(C)C5CC[C@]43C)C2C1 (stereo partly drawn)	0.0	-8.4	1.3	9.2	-5.9	9.0	1.4*	0.9	19.9
Cc1ccc(-c2ccc3nnc(SCC(N)=O)n3n2)cc1	0.0	7.2	-3.6	-14.9	1.5	-3.1	0.0	0.9	-4.9
Cc1cc(C)c(C2=NOC3C4CCC(C4)C23)c(C)c1 (stereo not drawn)	0.0	-0.7	-0.7	3.0	0.4	0.9	0.0	1.5	5.1
CSc1nnc2c3cc(F)ccc3n(C)c2n1	0.0	-2.6	-2.5	-97.8	-6.5	4.7	-0.2	-3.6	8.5
Cc1nc(NC(=O)c2ccc(F)cc2)sc1C(=O)Nc1ccc2c(c1)CCC2	2.0	-1.2	1.4	13.8	0.1	1.2	-0.1	-1.8	-3.7
N#C/C(=C\c1ccncc1)c1ccccn1	2.0	0.1	-1.9	3.8	-8.8	-2.2	-0.1	1.9	-7.2
CCOC(=O)c1cc2c(=O)n3ccccc3nc2n(Cc2ccco2)c1=NC(=O)c1cccnc1	12.0	1.5	6.4	0.1	6.9	15.7	0.2	-13.1	18.2
Cc1ccc(/C=c2/sc3nnc(-c4ccccc4Cl)n3c2=O)o1	1.0	6.3	-1.1	11.3	2.4	9.9	0.0	0.0	10.6
COC(=O)c1ccc(OC(=O)N2CCOCC2)cc1	x	0.6	0.5	3.6	0.9	-1.0	-0.1	1.4	-5.5
COc1ccccc1OCC(=O)OCC(=O)Nc1sccc1C(N)=O	0.0	-4.1	-0.6	33.9	10.0	6.8	0.1	-0.1	16.7
CCc1ccc(OCC(=O)N2CCc3ccccc32)cc1	0.0	-1.3	2.0	10.6	-1.0	-0.2	-0.2	1.6	1.1
Cc1cc(/C([O-])=C(/C(=S)Nc2ccc(F)cc2)[n+]2ccccc2)c(C)n1-c1ccc(F)cc1	2.0	-5.1	-1.9	-16.1	8.3	6.9	-0.3	-1.8	3.7
CN(C)c1ccnc2sc3c(=O)n(Cc4ccccc4)cnc3c12	4.0	0.8	-2.5	2.1	3.0	3.8	-0.3	x	6.9
Cc1c(C(=O)Nc2cc(F)ccc2F)sc2nc3n(c(=O)c12)CCCCC3	0.0	4.3	-3.6	25.1	3.4	-1.5	-0.1	3.3	-0.7
Cc1ccnc(NS(=O)(=O)Cc2ccccc2)c1	0.0	-4.0	3.2	-1.4	0.2	6.7	-0.1	0.1	-1.9
O=C(c1ccc2c(c1)OCO2)N1CCN(c2ncccn2)CC1	0.0	-2.2	0.5	13.2	4.7	-1.1	0.5	0.0	6.1
Cc1cccc(C)c1NC(=O)C(NC(=O)c1ccccn1)c1ccccc1[N+](=O)[O-] (stereo not drawn)	0.0	-3.2	-1.1	1.7	9.7	-2.8	-0.1	0.6	-7.8
Cc1ccc(-c2csc(NC(=O)CN3CCC(C(N)=O)CC3)n2)cc1	0.0	-2.4	-7.6	15.0	-3.7	-0.6	0.0	1.3	-2.1
Cn1cccc1CC(=O)N/N=C/c1ccc(Cl)c([N+](=O)[O-])c1	0.0	-3.0	-1.3	-0.8	4.2	9.3	0.1	1.9	10.1
COCCNC(=S)Nc1ccc([N+](=O)[O-])cc1C	0.0	-2.4	0.6	4.4	1.1	5.2	-0.1	-0.6	4.3
Nc1c(C(=O)c2ccccc2)sc2c1c(=O)[nH]c(=O)n2-c1ccccc1	4.0	7.8	5.1	15.5	1.4	1.9	-0.1	-1.3	6.3
CC1CN(CC(=O)c2c(N)n(Cc3ccccc3)c(=O)n(C)c2=O)CC(C)O1 (stereo not drawn)	2.0	-1.0	2.8	4.7	-2.4	-2.0	0.0	-0.4	-1.9
COc1cc(SC)ccc1C(=O)Nc1ccc2ncccc2c1	0.0	-3.6	0.8	14.9	-5.7	-1.3	0.0	-0.2	-25.2
CN1CCN(C(=O)c2cnn(-c3ccccc3)c2NC(=O)c2ccccc2Br)CC1	0.0	2.7	-2.5	15.0	-8.4	-3.5	-0.1	0.0	-6.3
CC(C)[C@H](NC(=O)c1ccco1)C(=O)OCC(=O)Nc1ccc(Cl)c(S(=O)(=O)N(C)C)c1	0.0	2.2	3.2	9.6	-2.9	-6.8	0.4	0.9	-9.6
Cc1cc(N2CC34C=CC(O3)C(C(=O)O)C4C2=O)no1 (stereo not drawn)	3.0	2.2	1.8	7.8	-4.3	0.1	0.0	0.1	0.1
CN(C)/C=C/C(=O)c1ccccc1F	3.0	0.4	-2.5	18.0	7.6	5.3	0.0	-0.5	9.2
COc1cccc(OC)c1C(=O)N1CCN(S(=O)(=O)c2ccccc2)CC1	3.0	1.3	2.1	15.4	-1.7	4.9	0.2	-1.7	5.7
CCOC(=O)C1CCN(S(=O)(=O)c2ccc(OC)c(Cl)c2Cl)CC1	3.0	-2.8	-1.9	-5.5	-1.8	1.9	-0.1	-0.1	-5.5
CCCNC(=O)Cn1nc(C(F)(F)F)cc1C	0.0	1.4	2.2	-1.6	0.0	5.0	-0.1	0.4	-5.6
O=C(O)C(Sc1ccncn1)c1ccccc1 (stereo not drawn)	0.0	-3.2	-1.7	-5.4	0.6	4.3	-0.1	-0.3	6.3
CCC1COCCS(=O)(=O)N1Cc1ccc(C)cc1 (stereo not drawn)	0.0	-3.3	-0.2	0.6	3.4	-0.7	-0.1	0.3	5.1
COc1ccc(CN2CCN(C(=O)CC(C)C)CC2)c(OC)c1OC	4.0	-1.1	2.0	-1.1	6.7	4.6	-0.1	-0.6	-0.8
COc1ccccc1NC(C)=O	0.0	-0.8	4.8	-4.0	-2.4	4.8	0.3	-1.0	2.8
CC(=O)NC(=O)Nc1sc(=S)n(C)c1C	2.0	-3.1	-3.4	0.9	5.7	0.7	0.0	-0.6	3.5

This is a subset, so the mix of outcomes need not match the whole.
